# eLon inh: inhibits E. coli Lon protease; P0A9M0; purified E. coli Lon protease, fluorescence polarization; inhibition, % at 7.94 µM; actives 0.42% (n = 360,000); in the data active = inhibition above about 13%, passing the limit was not always enough;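 also: 0% = enzyme with probe and DMSO and 100% = no enzyme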
# MT1-MMP act inh: inhibitors of human MT1-MMP activation. GFP/RFP ratio change, % at 20 µM. actives 0.061% (n = 360,000). P50281. HT1080 RFP-PRO-GFP cells, GFP/RFP ratio fluorescence, overnight; percent of plate control window, DMSO zero;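 active = GFP/RFP ratio change of at least 30% with cell ATP level not reduced by more than half and red fluorescence within 50% of control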; also: strong numbers were not always called active
#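 Test system: HT1080 cells expressing an RFP-PRO-GFP fluorescent reporter construct / Compound dosing: single-point 20 µM compound, 1% DMSO / Schedule: cells overnight before dosing, compound overnight, 37 °C, 5% CO2 / Evaluation: GFP/RFP fluorescence ratio / Control set: DMSO and RFP-L50D-GFP cell wells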
# Neddylation inh: inhibitors of human cullin neddylation; P61081+Q13564; TR-FRET cullin neddylation, biochemical; calls only at 25 µM; actives 0.58% (n = 360,000); AID 651699; in the data active = inhibition above about 36%
# MLLE-PAM2 inh: inhibitors of microRNA-mediated deadenylation, human PABP1 MLLE binding; P11940; GST-MLLE / FITC-PAM2 fluorescence polarization; inhibition, % at 20 µM; actives 0.36% (n = 360,000); AID 588489; in the data active = inhibition above about 35%, passing the limit was not always enough;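 also: plate controls were DMSO wells with GST-MLLE for no effect and wells lacking GST-MLLE protein for full effect; some results filed as inactive read as strong as hits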
# Target sequence (P11940 whole entry, looked up): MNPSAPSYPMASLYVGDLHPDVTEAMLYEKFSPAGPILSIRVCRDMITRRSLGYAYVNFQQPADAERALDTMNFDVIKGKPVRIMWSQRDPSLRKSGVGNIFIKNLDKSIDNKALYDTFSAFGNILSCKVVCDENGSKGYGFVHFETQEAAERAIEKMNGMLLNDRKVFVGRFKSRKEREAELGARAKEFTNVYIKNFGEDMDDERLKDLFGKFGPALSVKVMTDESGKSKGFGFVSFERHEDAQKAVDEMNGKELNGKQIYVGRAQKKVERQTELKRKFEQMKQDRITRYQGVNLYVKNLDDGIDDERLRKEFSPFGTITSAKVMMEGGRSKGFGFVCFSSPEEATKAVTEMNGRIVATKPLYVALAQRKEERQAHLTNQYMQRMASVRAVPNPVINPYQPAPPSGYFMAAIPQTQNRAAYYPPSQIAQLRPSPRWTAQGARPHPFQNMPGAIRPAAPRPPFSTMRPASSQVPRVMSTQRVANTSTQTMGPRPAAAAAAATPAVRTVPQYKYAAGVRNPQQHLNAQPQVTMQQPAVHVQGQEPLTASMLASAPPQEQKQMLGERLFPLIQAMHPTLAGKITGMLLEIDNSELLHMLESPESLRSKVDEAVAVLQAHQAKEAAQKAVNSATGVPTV
# SKN-1 block: C. elegans SKN-1 inhibition; C. elegans VP596 Pgst-4::GFP/RFP ratio, acrylamide-induced, 24 h; inhibition, % at 21.8 µM; actives 0.49% (n = 360,000);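 active = interference check ratio from 0.5 to 1.5 plus GFP to RFP signal ratio inhibition reaching or exceeding a fixed threshold, cut at about 30% in these data, passing the limit was not always enough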; also: some compounds called inactive have numbers as strong as hits
# FAS TE block: inhibitors of human fatty acid synthase thioesterase domain; recombinant FAS-TE, OMFH fluorogenic substrate, fluorescence endpoint; inhibition, % at 15 µM; actives 0.67% (n = 360,000); AID 602261;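 active = compounds whose normalised, plate-corrected inhibition of enzyme fluorescence in the single-dose primary screen is 50% or more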;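 also: 0% = DMSO with enzyme and 100% = substrate without enzyme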
# CendR NRP1 mod: NRP-1/CendR interaction modulation. FAM-RPARPAR peptide binding to NRP-1, fluorescence polarization. inhibition, % at 25 µM. actives 0.85% (n = 360,000);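 active = inhibition or corrected inhibition above about 18%, plus a signal ratio from 0.5 to 1.5, limit read from the data, passing the limit was not always enough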; also: strong numbers were not always called active
# Rin1 Abl inh: human Rin1-Abl interaction inhibition | P00519+Q13671 | TR-FRET Rin1/Abl binding, biochemical | inhibition, % at 7.35 µM | actives 0.4% (n = 360,000); in the data active = inhibition above about 5%, passing the limit was not always enough
# bovine MsrA act: bovine methionine sulfoxide reductase A activation; purified bovine MsrA, absorbance read-out; activation, % at 10.6 µM; actives 0.3% (n = 360,000); AID 602163; in the data active = activation above about 7.5%;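 also: 0% = vehicle and 100% = reference activator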
# * marks the source's active call; other numbers are inactive results; i = inactive; nt = no result given; + = active, no number. Compounds were not picked by outcome. Share with any hit: about 4%.
Compound	eLon inh	MT1-MMP act inh	Neddylation inh	bovine MsrA act	FAS TE block	MLLE-PAM2 inh	Rin1 Abl inh	SKN-1 block	CendR NRP1 mod
Cc1ccc(C)c(/C(O)=C2\C(=O)C(=O)N(Cc3cccnc3)C2c2cccnc2)c1 (centres undefined)	-0.5	-2.2	i	-4.5	-5.3	8.3	-6.1	-6.4	-3.2
O=C(Nc1ccccc1C(=O)O)c1ccc(CN2C(=O)c3ccccc3C2=O)cc1	-12.5	-0.8	i	0.8	-0.4	4.8	4.4	3.4	-5.1
Cc1ccc2c(C)c(C(=O)Nc3ccc(S(N)(=O)=O)cc3)oc2c1C	1.2	3.4	i	-13.3	-5.9	-6.2	2.6	8.3	39.6*
Cc1ccc(C)c(-c2csc(Nc3ncccn3)n2)c1	-6.5	-1.8	i	-2.3	-5.5	-44.8	-1.9	12.3	1.1
COc1ccc(CN2CCCC(C(=O)N3CCc4ccccc4C3)C2)cc1OC (centres undefined)	-8.7	4.4	i	-1.4	-6.2	3.6	5.4	4.0	7.9
Cc1nn(-c2ccccc2)c(N2CCCC2)c1/C=N/NC(=S)Nc1cc(C(F)(F)F)ccc1Cl	4.4	-6.1	i	-1.8	11.2	24.1	0.5	1.6	4.0
O=C(/C=C/c1ccco1)NC(=S)Nc1ccc(O)c(-c2nc3ccccc3s2)c1	-9.7	-8.3	i	-0.6	-1.5	-7.1	-1.9	2.8	-31.3
O=C1CC(c2ccccc2)CC(O)=C1C=NC1CCCCC1 (centres undefined)	-5.7	8.0	i	-0.3	-11.6	3.3	2.0	2.9	0.3
Cc1nnsc1S(=O)(=O)Cc1ccccc1Cl	-1.3	-1.6	i	-2.6	-6.8	5.7	-1.9	-4.0	-11.9
COc1ccc2oc(C(=O)Nc3nccs3)c(C)c2c1	-14.2	-1.0	i	-1.4	-3.0	-2.3	-9.7	6.3	3.3
CC(=O)Oc1ccc(/C=C2\N=C(C3CCCCC3)OC2=O)cc1	2.1	-2.6	i	0.6	26.5	7.6	-3.2	0.4	-1.9
COc1cccc(C(=O)NC(=S)Nc2ccc(Cl)c(C(=O)O)c2)c1	-4.8	-2.6	i	-11.7	-7.8	22.8	0.0	-27.9	-1.6
CC(C)(C)c1cc(NC(=O)CCSc2nnc3ccccn23)cc(C(C)(C)C)c1	9.2	0.7	nt	1.7	1.1	-96.7	-0.9	-4.8	-16.1
CSc1ccccc1NC(=O)COC(=O)c1ccc(-n2nc(C)cc2C)cc1	6.4	-2.5	i	-2.3	13.6	0.6	6.2	-2.7	11.7
CC(Sc1nc2ccccc2s1)C(=O)N(C)Cc1ccccc1 (centres undefined)	1.3	-1.6	i	-2.7	15.6	8.9	2.5	2.0	-2.1
CCC(C)n1c(=N)c(C#N)cc2c(=O)n3cccc(C)c3nc21 (centres undefined)	1.3	-1.7	nt	-1.9	4.0	-0.9	-4.8	5.3	-119.4
COc1ccccc1NC(=O)CSc1nnc(CNC(=O)COc2ccc(Cl)cc2)o1	-11.3	2.3	i	-4.2	-7.1	-57.2	0.2	-8.5	-0.7
O=C(NC(Cc1c[nH]c2ccccc12)C(=O)N/N=C/c1cccc2ccccc12)c1cccs1 (centres undefined)	3.9	-2.0	i	-10.8	37.3	-14.1	0.1	4.2	12.6
CCc1ccccc1N(C)C(=O)CCc1nc(-c2ccc(C)cc2)no1	-8.6	3.0	i	0.7	16.2	-7.1	0.8	-9.4	-4.1
Cc1ccc(NC(=O)COC(=O)CSCC(=O)Nc2cc(C)on2)c(C)c1	-0.3	2.8	i	-2.7	-7.4	-10.0	-1.1	3.9	11.5
COCCn1c(C(F)(F)F)ccc(NC(=O)c2ccccc2)c1=O	9.5	1.2	i	-2.1	-2.3	9.3	1.1	-6.0	-2.4
CC(C)N(C(=O)CN1CCN(C(=O)C2COc3ccccc3O2)CC1)C(C)C (centres undefined)	-1.5	1.6	i	-2.4	-6.2	-2.0	1.6	-5.6	-4.3
CCOC(=O)Cc1ccc(Nc2nc(NCc3cccs3)nc3ccsc23)cc1	5.4	3.9	i	1.3	21.9	0.2	-7.4	7.0	-4.8
Cc1nc(SCc2ccc(C(=O)O)cc2)nc2c1CCCC2	-3.0	-4.5	i	-12.0	-2.7	1.8	0.1	-2.5	41.8*
CC(C)c1ccc(CN(C)C(=O)c2ccc(S(=O)(=O)NCc3ccco3)cc2)cc1	-0.2	-2.6	i	-1.1	45.8	8.4	2.8	-1.1	-6.0

# New compounds follow
Compound	eLon inh	MT1-MMP act inh	Neddylation inh	bovine MsrA act	FAS TE block	MLLE-PAM2 inh	Rin1 Abl inh	SKN-1 block	CendR NRP1 mod
COCCCNC(=O)Cn1cnc2c(NCc3ccccc3)ncnc21	-6.5	4.5	i	-3.9	-8.1	-2.7	-0.7	-3.0	5.1
Cn1c(=O)[nH]c(=O)c2c1nc(N1CCCCCC1)n2CCOc1ccccc1	-6.8	-0.5	i	-9.7	4.7	-0.2	2.3	2.2	-4.5
NS(=O)(=O)c1ccc(CCNC(=O)CCC2COc3ccccc3O2)cc1 (centres undefined)	-0.3	2.9	i	-10.5	-5.9	7.1	3.1	-16.6	-6.9
COc1cc(OC)cc(C(=O)n2cnnc2N)c1	-8.2	-0.7	i	-3.0	-3.2	-15.8	6.4	15.5	-28.4
O=C(COC(=O)c1cccnc1Nc1cccc(C(F)(F)F)c1)NC1CCS(=O)(=O)C1 (centres undefined)	-1.0	1.1	i	-4.6	5.4	-16.1	-2.1	10.6	4.1
Cc1cc(C)c2c(N)c(C(=O)NN)sc2n1	15.5	3.0	i	-4.7	-3.3	-107.5	-5.2	4.5	9.4
COc1ccc2oc(C(=O)OCC(=O)N3CC(C)CC(C)C3)c(C)c2c1 (centres undefined)	6.9	6.1	+	-6.0	20.0	-2.7	2.0	5.4	-5.8
COCCCNCCOCCOc1ccc(Cl)cc1C(C)(C)C	-16.3	-1.5	i	-0.5	-1.9	1.2	-3.7	-14.3	0.2
CCN(CC)S(=O)(=O)c1ccc(NC(=O)CN(c2cccc(C)c2)S(C)(=O)=O)cc1	-5.1	3.7	i	-6.7	3.0	1.4	-2.0	12.7	-13.5
Cc1nn(CC(=O)NCCCN2CCN(Cc3ccccc3)CC2)c(=O)c2cc(-c3ccccc3)nn12	-17.9	-2.6	i	-2.2	-0.6	-8.5	-1.4	-3.9	8.4
COc1ccccc1N1CCN(/N=C/c2cc(OC)c(O)c(OC)c2)CC1	-4.2	3.4	i	-3.3	-7.7	12.9	-0.8	-2.9	4.7
O=C(CNC(=O)c1ccc(Br)o1)Nc1ccncc1	8.5	-0.4	i	-8.1	-5.0	4.8	0.5	-2.9	1.6
COc1cccc(CNC(=O)N[C@@H](C)C(=O)O)c1	-4.6	0.1	i	-3.3	-2.7	13.4	0.3	5.2	-12.4
COc1ccc(N(C(=O)COc2ccc(C)cc2)S(=O)(=O)c2ccc(C)cc2)cc1	-5.5	0.3	i	-5.0	22.1	2.7	-1.7	2.0	-22.4
COc1ccc(Nc2ccnc(Nc3ccc(OC)cc3)n2)cc1	2.6	-7.9	i	-2.5	2.9	-1.9	-1.6	12.3	6.5
N#CCCCSC1=C(C#N)C(c2ccccc2Cl)CC(=O)N1 (centres undefined)	-3.5	0.2	i	-0.6	-7.6	-12.3	3.8	-3.3	12.2
S=c1[nH]ccn1-c1c(Cl)cccc1Cl	7.5	3.5	i	-0.5	-2.2	-46.1	0.4	12.6	8.6
CN(C)c1cc2c(cc1NS(=O)(=O)c1ccccc1)n(C)c(=O)n2C	-6.4	0.4	i	-1.6	-4.7	-13.9	-1.0	-4.4	18.9
COc1ccc(NS(=O)(=O)c2ccc(NC(=S)NC(=O)/C=C/c3ccc(C)cc3)cc2)nn1	1.1	-2.3	i	-3.0	9.4	23.2	1.3	0.5	-12.1
CC1CCN(CC(=O)Nc2ccc(C(=O)N3CCCCC3)cc2)CC1	-23.9	2.4	i	-2.3	-3.4	9.6	-0.3	9.8	11.2
CCc1nc2ccc(C(=O)NCCOc3ccc(OC)cc3)cn2c1N(C)Cc1ccc(OC)cc1	-8.5	-3.8	i	0.6	13.9	-20.4	-0.5	9.9	-13.9
COc1cccc(NC(=O)CNC(=O)c2ccc(C)o2)c1	2.0	2.0	i	-3.2	-4.9	6.0	-1.4	14.0	18.0
CN(C)c1cc(NC(=O)CN2CCCC2)c2ccccc2n1	0.3	2.2	i	-4.2	-4.4	6.4	-0.7	16.0	3.1
Cc1cccc(CNC(=O)C2CCC(=O)N(C3CCCCCC3)C2)c1 (centres undefined)	1.4	-1.4	i	-3.6	-1.4	0.5	1.2	6.0	7.5
CCOc1ccc(/C=N/Nc2cc(N3CCOCC3)ncn2)c(O)c1	6.2	-2.1	i	-7.1	-10.4	11.2	8.3*	7.1	-21.5

# Further records:
Compound	eLon inh	MT1-MMP act inh	Neddylation inh	bovine MsrA act	FAS TE block	MLLE-PAM2 inh	Rin1 Abl inh	SKN-1 block	CendR NRP1 mod
CCn1c2ccccc2c2cc(CNCCCN3CCOCC3)ccc21	-0.1	9.5	i	-2.0	-1.6	7.5	4.8	-2.2	-0.4
Cc1c(C(=O)O)oc2ccc(S(=O)(=O)N3CCC(C)CC3)cc12	-6.9	1.1	i	-11.0	-6.8	11.6	1.6	-21.9	-2.7
Cc1ccccc1NC(=O)C1CCN(S(=O)(=O)c2ccc3c(c2)NC(=O)C(C)S3)CC1 (centres undefined)	-10.3	-2.0	i	-1.8	-5.2	-4.3	-1.7	13.1	-28.4
COC(=O)C1CCN(C2CN(Cc3ccccc3)S(=O)(=O)C2)CC1 (centres undefined)	4.9	1.4	i	-3.2	-5.5	-7.8	-0.6	-2.0	4.5
Cc1nn(-c2ccccc2)c(Cl)c1/C=N/NC(N)=O	-10.0	2.5	i	-4.7	-6.2	-12.6	1.2	-0.6	-2.4
C=CC[C@@H](Cc1ccc(F)cc1)C(=O)OC[C@@H]1CCCN1C(=O)[C@@H](CC=C)CC(=O)N(CCO)Cc1ccccc1	-3.1	-0.3	i	0.8	34.7	-6.3	2.2	15.8	8.5
COc1cc2c(cc1NC(=O)COc1ccccc1OC)oc1ccccc12	-1.0	4.1	i	6.9	-4.3	-12.7	3.3	4.9	-10.2
CCN1C(=O)[C@H]2[C@H]3CN=C(SCc4ccccc4)N3[C@@](C)(C(=O)OC)[C@H]2C1=O	1.5	-1.1	i	-3.6	-8.1	10.9	-3.9	4.2	-1.0
CCCCCCCCN1C(=O)[C@H](CC(=O)N2CCN(C(=O)c3ccco3)CC2)C[C@@]2(C(=O)OC)CCCCC=C12	0.7	1.8	i	-0.3	9.8	nt	nt	7.8	1.9
Cc1cccn2c(CN3CCNC(=O)CC3)c(C(=O)N(C)CCc3ccccc3)nc12	-1.0	-1.7	i	-1.3	-4.4	8.5	0.8	-2.2	-20.5
COCCNC(=O)c1cc(-c2ccccc2)nn1Cc1cc(C)no1	-0.1	7.5	i	-0.2	-5.8	-6.2	-2.6	6.0	13.7
NS(=O)(=O)c1ccc(CCNC(=O)c2cc(-c3ccco3)nc3ccccc23)cc1	-23.4	-4.2	nt	-12.7	-6.5	12.4	-0.6	-4.5	-14.0
O=C1NC2(CCCCC2)C(=O)N1c1ccc(Cl)cc1	1.9	0.3	i	-4.5	-4.5	0.9	-0.7	15.1	1.8

# An excerpt from above in order of SMILES length, highest first.
Compound	eLon inh	MT1-MMP act inh	Neddylation inh	bovine MsrA act	FAS TE block	MLLE-PAM2 inh	Rin1 Abl inh	SKN-1 block	CendR NRP1 mod
CCCCCCCCN1C(=O)[C@H](CC(=O)N2CCN(C(=O)c3ccco3)CC2)C[C@@]2(C(=O)OC)CCCCC=C12	0.7	1.8	i	-0.3	9.8	nt	nt	7.8	1.9
NS(=O)(=O)c1ccc(CCNC(=O)c2cc(-c3ccco3)nc3ccccc23)cc1	-23.4	-4.2	nt	-12.7	-6.5	12.4	-0.6	-4.5	-14.0
CCn1c2ccccc2c2cc(CNCCCN3CCOCC3)ccc21	-0.1	9.5	i	-2.0	-1.6	7.5	4.8	-2.2	-0.4
